# p53ts 39C kill – p53ts cell cytotoxicity, nonpermissive temperature. H1299-p53A138V viability at 39C, ATP luminescence, 24 h. Potency, µM (series often up to 46.1 µM), inactives show at the highest dose activity change, negative = cell killing, usual class: cytotoxic. hit rate 1.5% among 130,000; further: nearly all actives have a fitted effect of over 55% in size
# p53ts 32C kill – kills p53ts cells at the permissive temperature; H1299-p53A138V at 32C, ATP luminescence viability, 24 h; Potency, µM (titrated, usually from 46.1 µM), inactives show at the highest dose activity change, negative = cytotoxicity, actives largely listed as cytotoxic; hit rate 0.93% among 130,000; AID 924;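 further: 0% = DMSO and -100% = full killing by reference compound; nearly all actives have a fitted effect of over 55% in size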
#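 Cells: H1299 p53ts (A138V), 600/well, pre-incubated 16–30 h at 37C. Cpd up to 46 uM, 24 h, 32C. Readout: ATPlite luminescence, 20 min RT. Normalization: DMSO vs tamoxifen 100 uM. AC50 by Hill equation.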
# Peg3 imprint – inducers of genomic imprint erasure in mouse ES cells. mouse ES Peg3-LacZ reporter, beta-gal luminescence, 40 h. AID 1948. Potency, µM (series often up to 60.7 µM), for the others: top-dose activity change, positive = activation, most hits filed as activators. hit rate 0.02% among 110,000;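 further: 0% = negative control wells on the plate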
#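 Readout: BetaGlo luminescence (5 min, room temp) for LacZ from the normally silent maternal Peg3 allele in female Peg3LacZ-Neo ES cells. Cells 300/well, 40 h, 37C, 5% CO2. Data normalized per plate to negative controls.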
# IkB sig inh – inhibitors of IkB signaling in ABC-DLBCL cells | ABC-DLBCL IkBa-CBG/CBR dual luciferase ratio, 4 h; response scale: scaled: untreated 0%, proteasome inhibitor 100% | hit rate 0.04% among 110,000 | Potency, µM (doses to about 57.1 µM), for inactives: at the top dose IkBa stabilization activation | AID 445; active means well fitted curve in the direction sought with a large enough effect in the signal ratio, not every such curve was filed as active; inconclusive means small, poorly fitted or top-dose-only effect, or a change in a side signal; the % refers to the signal ratio;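 further: the direction sought is a rising ratio; 0% = basal untreated cells and 100% = reference inhibitor full response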
#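 Curves were fitted separately to fusion (green), unfused (red) and ratio luminescence, then classed by r2, magnitude and activity. Cells: OCI-Ly3, 4 h compound plus doxycycline at 37C; 10 uM MG-132 defined full response.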
# * = called active by the depositor; ? = inconclusive; . = not tested or not shown; [ ] = another dose, or the depositor's remark. Unless noted, the call rests on the fitted dose curve; in most records, active means well fitted curve in the direction sought with a large enough effect; inconclusive means small, poorly fitted or top-dose-only effect, or another doubt; inactive means no such curve, though single readings can be large; an effect the other way counts as inactive or inconclusive. Unless noted, on the % scale 0 is the no-effect control and ±100 the full control effect; potency means the concentration at half of the fitted maximal effect.
SMILES,p53ts 39C kill,p53ts 32C kill,Peg3 imprint,IkB sig inh
COC(=O)c1ccc(CN(C)S(=O)(=O)c2ccc(C)cc2)o1,-3%,10%,-5%,0.2%
COc1ccccc1N1CCN(C(CNC(=O)C2CCCCC2)c2cccnc2)CC1 (stereo unspecified),-30%,?,-22%,-0.4%
COc1ccc2c(c1)c1c(c(=O)n(-c3ccccc3C)c(=O)n1CC(=O)N1CCCC1)n2C,10%,-1%,3%[10.9 µM],-0.9%
C=CC[C@@H]1C=C[C@@H](O/N=C2/C[C@@H](O)[C@@H](O)[C@@H]3[C@@H]4C(=O)N(CC)C(=O)[C@H]4CC[C@@H]23)[C@@H](CO)O1,10%[9.22 µM],0%[9.22 µM],.,.
COc1cc2oc(=O)c(CC(=O)N3CCCCC3)c(C)c2cc1Cl,-8%,-5%,-9%[10.9 µM],-0.2%
O=C(NCCN1CCOCC1)C1CCC(=O)N1C1CCCCC1 (stereo unspecified),-4%,4%,-8%,-1.5%
CCC(C)c1ccc(O)c(NC(=O)c2cncc(Br)c2)c1 (stereo unspecified),7%,37%[activator],-26%,-1.0%
Cn1c(=O)c2c(nc(CN3CCN(Cc4ccccc4)CC3)n2Cc2ccccc2)n(C)c1=O,-16%,14%,-4%,3.0%
COc1ccc(Cl)cc1NC(=O)Cn1nnc2sc(-c3ccccc3)cc2c1=O,-24%,1%,-12%[10.9 µM],?
Cn1c(=O)c(C(=O)NCCO)c(O)c2ccccc21,-15%,-22%,-17%,-0.9%
Cc1ccc(-n2c(=O)c3c4c(sc3n(Cc3ccccc3F)c2=O)CCC4)cc1C,27%,1%,-3%[10.9 µM],1.6%
CCN(C(=O)CSc1nc2ccccc2n1Cc1ccc(C(=O)OC)cc1)c1ccccc1,11%,6%,2%[10.9 µM],-0.4%
COCCn1c(=O)[nH]c2cc(C(=O)Nc3cccc(C(C)=O)c3)ccc2c1=O,31%[activator],-5%,-2%[10.9 µM],0.9%
Cc1ccc2ncc(C(=O)NCc3ccccc3Cl)c(=O)n2c1,-8%,-3%,-4%[10.9 µM],-2.8%
CC1(C)OC(=O)N(CCc2ccccc2)C1(C)O (stereo unspecified),6%,-16%,-4%,1.3%
CCCCCCSC1=C(C#N)C(=O)NC2(CCCCC2)S1,5%,-4%,.,.
COc1ccc(CCNC(=O)c2oc(=O)c3ccccc3c2-c2ccccc2)cc1OC,-13%,-3%,-8%[10.9 µM],-1.7%
COc1ccc(C(=O)N(c2ccccc2)C2C=CS(=O)(=O)C2)cc1 (stereo unspecified),-3%,21%,-6%,1.5%
CCCCNc1oc(-c2ccc(COc3ccc(OC)cc3)o2)nc1C#N,17%,4%,-10%[10.9 µM],-0.1%
CCN(C(=O)CN1C(=O)COc2ccc(S(=O)(=O)N3CCOCC3)cc21)c1cccc(C)c1,-11%,-3%,-13%[10.9 µM],1.7%
CCOc1ccccc1NC(=O)c1cc2c(=O)[nH]c3ccccc3c2s1,29%,-2%,-8%[10.9 µM],?
Cc1ccc(CCP(=O)(O)CN2CCOCC2)cn1,-5%,-13%,6%,2.8%
CC(=O)c1ccc(NC(=O)C2CCCN(S(=O)(=O)c3ccc(Br)s3)C2)cc1 (stereo unspecified),-3%,12%,8%[10.9 µM],-0.9%
COC(=O)C1(C(F)(F)F)N=C2Sc3ccccc3N2C(N2CCOCC2)=N1 (stereo unspecified),-5%,-9%,-6%,1.2%
N=c1c2c3c(sc2ncn1CCN1CCOCC1)CCCC3,4%,-2%,-20%,0.2%

# Six compounds drawn at random from those above, as already listed:
SMILES,p53ts 39C kill,p53ts 32C kill,Peg3 imprint,IkB sig inh
N=c1c2c3c(sc2ncn1CCN1CCOCC1)CCCC3,4%,-2%,-20%,0.2%
CC1(C)OC(=O)N(CCc2ccccc2)C1(C)O (stereo unspecified),6%,-16%,-4%,1.3%
COc1ccc(CCNC(=O)c2oc(=O)c3ccccc3c2-c2ccccc2)cc1OC,-13%,-3%,-8%[10.9 µM],-1.7%
COc1ccc2c(c1)c1c(c(=O)n(-c3ccccc3C)c(=O)n1CC(=O)N1CCCC1)n2C,10%,-1%,3%[10.9 µM],-0.9%
Cn1c(=O)c2c(nc(CN3CCN(Cc4ccccc4)CC3)n2Cc2ccccc2)n(C)c1=O,-16%,14%,-4%,3.0%
COc1cc2oc(=O)c(CC(=O)N3CCCCC3)c(C)c2cc1Cl,-8%,-5%,-9%[10.9 µM],-0.2%

# The main list resumes; the 5 compounds before the break are reprinted first.
SMILES,p53ts 39C kill,p53ts 32C kill,Peg3 imprint,IkB sig inh
CCOc1ccccc1NC(=O)c1cc2c(=O)[nH]c3ccccc3c2s1,29%,-2%,-8%[10.9 µM],?
Cc1ccc(CCP(=O)(O)CN2CCOCC2)cn1,-5%,-13%,6%,2.8%
CC(=O)c1ccc(NC(=O)C2CCCN(S(=O)(=O)c3ccc(Br)s3)C2)cc1 (stereo unspecified),-3%,12%,8%[10.9 µM],-0.9%
COC(=O)C1(C(F)(F)F)N=C2Sc3ccccc3N2C(N2CCOCC2)=N1 (stereo unspecified),-5%,-9%,-6%,1.2%
N=c1c2c3c(sc2ncn1CCN1CCOCC1)CCCC3,4%,-2%,-20%,0.2%
Cc1ccccc1-c1nc(CS(=O)(=O)CC(=O)Nc2cccc(C(F)(F)F)c2)c(C)o1,?,12%,11%[10.9 µM],-0.6%
COc1ccc(C(=O)c2oc3ccccc3c2NC(=O)c2cc(=O)c3ccc(C)cc3o2)cc1Cl,6%,6%,?,-0.6%
Cc1noc(C)c1C(=O)N1CCC[C@@]2(CCN(c3ccccn3)C2)C1,-7%,4%,.,1.7%[11.4 µM]
O=C(Oc1ccc2ccc(=O)oc2c1)N1CCOCC1,9%,7%,-17%,0.1%
Cc1cc(C)nc(SCC(=O)c2ccc(O)cc2O)n1,7%,13%,-38%[inhibitor],2.4%
CCOC(=O)c1cc(OC(=O)c2ccccc2OC)n(-c2ccccc2)n1,-23%,-2%,-4%[10.9 µM],?
CCOc1ccc(NC(=O)CSc2oc(-c3cccs3)nc2S(=O)(=O)c2ccc(Cl)cc2)cc1,13µM*,-23%,-27%[10.9 µM],?
O=C(Cn1cnc2c(nnn2Cc2ccc(Cl)cc2)c1=O)N1CCCc2ccccc21,-2%,-4%,-7%,-1.5%
Cc1ccc(-c2cc(-c3ccccc3)c(C#N)c(N)n2)o1,-3%,-8%,.,?
Cc1ccc(-n2c(=O)c3c4c(sc3n(Cc3cccc(Cl)c3)c2=O)CCC4)cc1C,-13%,7%,-13%[10.9 µM],?
CCc1ccc(C(=O)CSC2=C(C#N)C(c3ccco3)C(C(C)=O)=C(C)N2)cc1 (stereo unspecified),2%,-1%,-23%,?
O=C(NCc1n[nH]c(=S)n1-c1cccc(Cl)c1)c1ccc(S(=O)(=O)N2CCCC2)cc1,-8%,0%,8%,-0.9%
Cc1cc(C)cc(-n2c(SCC(=O)NCc3ccc(F)cc3)nc3c([nH]c4ccccc43)c2=O)c1,-32%,-7%,8%[10.9 µM],-1.4%
CN(C)CCSc1nnc2sc3ccccc3n12,2%,-10%,-12%,-0.9%
NC(=O)c1oc2ccccc2c1NC(=O)c1ccc(F)cc1,32%[activator],12%,-11%,-1.3%
COc1cccc(-c2noc(C3CCCN(S(=O)(=O)c4cccc(Cl)c4C)C3)n2)c1 (stereo unspecified),-5%,6%,-7%,0.6%
COc1ccc(N2CCN(CC(O)c3c[nH]c4ccc(OC)cc34)CC2C)cc1 (stereo unspecified),-1%,1%,-11%,-2.5%
CC(C)NC(=O)N1CC2(CCN(C(=O)c3ccco3)CC2)C1,3%,0%,.,2.9%[11.4 µM]
N#Cc1cccc(NC(=O)C2CCN(c3nc(-c4ccc(Cl)cc4)no3)CC2)c1,-22%,-14%,-18%[10.9 µM],-0.4%
Cn1c(=O)c(-c2ccc(Cl)cc2)nc2cnc(OCc3ccccc3)nc21,4%,2%,?,-1.8%[11.4 µM]
Cc1ccc(-c2noc(CCC(=O)Nc3ccccc3N3CCN(C)CC3)n2)cc1,-7%,-1%,-40%[inhibitor],6.1%
CCCN(CCC)CCNC(=O)c1cc(Sc2ccc(Cl)cc2)nc2ccccc12,?,-2%,-24%[10.9 µM],?
CCCCn1cc(S(=O)(=O)c2cc(C)ccc2C)c(=O)c2cc(F)c(F)cc21,-19%,-7%,-6%[10.9 µM],?
C=CCNC(=O)c1ccncc1,-6%,5%,7%,0.1%
Cc1nnc(SCc2cnc(-c3ccccc3)o2)[nH]c1=O,9%,0%,-6%,0.4%
# (list continues)
SMILES,p53ts 39C kill,p53ts 32C kill,Peg3 imprint,IkB sig inh
Cc1cc(C(C)(C)C)c(OCCCN2CCOCC2)c(C(C)(C)C)c1,11%[9.22 µM],5%[9.22 µM],-10%[10.9 µM],-0.1%[11.4 µM]
Cc1cccc(Cc2c(C)nc3nc(SCC(=O)NCc4ccc(F)cc4)nn3c2C)c1,-14%,-10%,11%[10.9 µM],?
COc1ccccc1-n1c(SCC(=O)Nc2ccc(F)cc2)nc2c(c1=O)SCC2,32%[activator],-9%,-2%,-0.3%
CCc1cccc(NC(=O)c2cnc(N3CCOCC3)c3ccccc23)c1,-28%,6%,-4%[10.9 µM],1.1%
CCCCNC(=O)c1ccc(N2CCOCC2)c(NS(=O)(=O)c2ccc(OC)cc2)c1,-4%,10%,-3%,-2.4%
COCC(=O)N(c1ccc(C(C)C)cc1)C1C=CS(=O)(=O)C1 (stereo unspecified),15%,-2%,-8%,1.5%
CCOC(=O)C1C(=O)CC(C)(O)C(C(=O)OCC)C1c1cc(Br)ccc1OC (stereo unspecified),6%,5%,-26%,0.8%
CC(C)C(=O)Nc1cccc(NC2=NS(=O)(=O)c3ccccc32)c1,4%,6%,15%[10.9 µM],0.6%
N#CCSC1=Nc2ccccc2C2=NC(CCC(=O)N3CCN(c4ccccc4)CC3)C(=O)N12 (stereo unspecified),-8%,-6%,6%,1.9%
O=c1[nH]cc(COCc2ccccc2)c(=O)[nH]1,3%,-15%,-6%,-0.9%
O=C(Nc1nc(-c2ccc(S(=O)(=O)N3CCCC3)cc2)cs1)c1ccco1,5%,-2%,-17%,0.8%
COCc1nc2ccccc2n1Cc1ccc(C(C)(C)C)cc1,-8%,-21%,-18%[10.9 µM],?
Nc1cc(=O)nc(SCC(=O)Nc2cccc(Cl)c2)n1CCc1ccccc1,-5%,-5%,16%[10.9 µM],?
Cc1nc(N2CCCC2)c2c(C(=O)Nc3cccc(C)c3C)c(C)oc2n1,7%,4%,2%[10.9 µM],-1.8%
CCN(CC)C(=O)c1cccc2c1C(=O)c1ccccc1-2,23%,22%,.,.
O=C1c2ccccc2N(Cc2ccc(Cl)cc2)C2=NCCN12,7%,8%,.,.
CCOC(=O)c1ccccc1NC(=O)c1sc2nc(-c3ccc(F)cc3)cn2c1C,-6%,3%,-11%[10.9 µM],3.5%
COc1ccc(Cl)cc1NC(=O)c1c(NCc2cccs2)sc2c1CCC(C)C2 (stereo unspecified),8%,6%,-15%[10.9 µM],?
CC1(C)Cc2c(c(N3CCOCC3)nc3sc(C(=O)Nc4ccc(Cl)cc4)c(N)c23)CO1,23%,0%,-6%[10.9 µM],2.2%
Cc1nc2ccc(Br)cn2c1NC(C)(C)C,8%,12%,-18%,-0.1%
COc1ccc(C)cc1NC(=O)Cn1cc(S(=O)(=O)N2CCC(C)CC2)c2ccccc2c1=O,-11%,18%,-7%[10.9 µM],8.3%
Cc1cc(=O)n2nc(N3CCC(C(=O)Nc4c(C)cccc4C)CC3)sc2n1,-21%,-5%,7%[10.9 µM],4.4%
COc1ccc(S(=O)(=O)n2nc(OC(=O)c3ccc(C)cc3)cc2N)cc1,-6%,-10%,.,2.7%
Cc1oc(-c2ccccc2F)nc1CSCC(=O)N1CCN(c2ccccc2)CC1,?,-9%,-6%[10.9 µM],?
CCOC(=O)CSc1nc2cc(C(=O)N3CCC(C(N)=O)CC3)ccc2c(=O)n1-c1ccccc1,-3%,5%,-7%,-1.6%
Cc1ccc(CCC(=O)Nc2nccs2)o1,13%,-1%,-12%,-0.1%
COc1ccc(C(=O)NCCc2nnc(SCc3nc4ccccc4c(=O)[nH]3)n2C)cc1,10%,-1%,3%,2.8%
Cc1cc(C(=O)CSc2nnc(N)s2)c(C)n1CCc1ccc(Cl)cc1,1%,15%,?,?

# Compound activity as filed in PubChem.

# No enrichment for hits (roughly 1.7% active in at least one column).
